Redox H2O2 prof: compounds producing H2O2 with reducing agent – biochemical, NIH compound library profiling, artefact control for MLSCN library redox annotation, primary screen; DTT-dependent redox cycling H2O2, phenol red/HRP absorbance; 100% = 100 µM peroxide control, 0% = buffer; activation, % at 10 µM; actives 0.03% (n = 200,000); AID 878;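 active means activation of at least 50% relative to the plate's high and low controls in the primary single-dose screen; inactive means activation below 50%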;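 further: compound incubated with DTT at 0.8 mM final as the reducing agent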
PPARg SRC-3 ag: promotes SRC-3 coactivator recruitment by human PPARgamma; P37231; actives 0.26% (n = 200,000); AID 731; biochemical PPARgamma/SRC-3 coactivator recruitment assay; activation, % at 8 µM; in the data active means activation above about 23%;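 further: 0% = DMSO and 100% = reference agonist; some compounds past the cut are filed as inactive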
PPARg SRC-1 ag: promotes SRC-1 coactivator recruitment by human PPARgamma; PPARgamma-SRC-1 coactivator recruitment biochemical assay; activation, % at 8 µM; AID 631; P37231; actives 0.41% (n = 200,000); in the data active means activation above about 19%;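 further: 0% = DMSO and 100% = reference agonist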
PPARg SRC-2 ag: promotes SRC-2 coactivator recruitment by human PPARgamma; P37231; PPARgamma LBD-SRC-2 recruitment, biochemical; activation, % at 8 µM; actives 0.34% (n = 200,000); in the data active means activation above about 22%;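 further: 0% = vehicle and 100% = reference agonist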
S1P3 antagonist: blocks the human S1P3 receptor | AID 485 | CHO S1P3 NFAT-BLA reporter, FRET fluorescence, antagonist mode | Q99500 | actives 0.27% (n = 170,000) | inhibition, % at 4.98 µM;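 active means inhibition above the plate cutoff, the mean inhibition of test wells on that plate plus 3 SD, cut at about 28% in these data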;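 further: cells challenged with S1P at its EC80 of 0.8 µM; blue over green emission ratio from cleaved BLA substrate after 4 h stimulation; 0% = S1P-stimulated wells and 100% = unstimulated DMSO-only wells; some compounds past the cut are filed as inactive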
Target sequence (Q99500 whole entry, looked up): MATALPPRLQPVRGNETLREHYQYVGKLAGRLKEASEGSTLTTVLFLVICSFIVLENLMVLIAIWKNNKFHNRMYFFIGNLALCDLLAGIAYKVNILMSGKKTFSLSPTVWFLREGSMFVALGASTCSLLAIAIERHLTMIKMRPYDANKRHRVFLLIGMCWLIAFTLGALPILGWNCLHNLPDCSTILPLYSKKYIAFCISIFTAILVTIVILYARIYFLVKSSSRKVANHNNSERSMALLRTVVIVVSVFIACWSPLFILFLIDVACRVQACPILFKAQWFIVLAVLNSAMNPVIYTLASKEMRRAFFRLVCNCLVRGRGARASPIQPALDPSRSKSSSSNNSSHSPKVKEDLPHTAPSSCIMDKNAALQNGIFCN
bIAP inhibitor: intestinal alkaline phosphatase (bovine) inhibition. purified bovine IAP, CDP-star luminescence, 30 min. inhibition, % at 20 µM. 190,000 tested, under 10 active. AID 1019;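 active means over 50% inhibition of intestinal alkaline phosphatase at 20 µM in the single-dose screen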
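Incubation: 30 min reaction at room temperature / Material: purified bovine intestinal alkaline phosphatase (IAP) enzyme / Input: enzyme at 1/65,000,000 dilution / Dosing: 20 µM single dose / Signal: CDP-star luminescence signal / Reagent: CDP-star chemiluminescent phosphatase substrate, 30 µM final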
ROMK mod: human ROMK K+ channel modulation, primary screen | B-score at 10 µM | actives 2% (n = 130,000) | Tet-inducible ROMK, thallium flux fluorescence; actives lie on both sides | P48048;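 active means signal ratio slope over the read window, or its plate-corrected B-score, at least 3 SD from the plate mean, either direction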;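 further: B-score of the F/F0 ratio slope over 7 to 12 s after thallium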
Target sequence (P48048 whole entry, looked up): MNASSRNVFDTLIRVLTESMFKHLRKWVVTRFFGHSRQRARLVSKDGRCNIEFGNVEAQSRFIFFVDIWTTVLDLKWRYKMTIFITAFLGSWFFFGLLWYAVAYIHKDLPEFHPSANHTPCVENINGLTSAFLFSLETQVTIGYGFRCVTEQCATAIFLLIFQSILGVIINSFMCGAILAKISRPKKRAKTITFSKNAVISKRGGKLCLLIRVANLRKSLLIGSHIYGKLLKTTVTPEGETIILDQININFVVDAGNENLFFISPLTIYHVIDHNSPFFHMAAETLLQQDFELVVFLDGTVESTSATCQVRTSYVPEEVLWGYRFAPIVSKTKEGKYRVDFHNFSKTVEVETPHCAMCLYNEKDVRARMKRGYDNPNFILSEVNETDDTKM
RAM network inh: blocks the yeast RAM network; S. cerevisiae dse1pr::URA3 reporter, 5-FOA growth OD615, 2 d; analog-sensitive cbk1-as2 kinase mutant strain; inhibition, % at 50 µM; actives 1.8% (n = 190,000);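 active means inhibition above a set limit, 3 SD over mean compound inhibition, cut at about 8.4% in these data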;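 further: 0% = DMSO-only wells with no growth and 100% = 10 µM 1-NA-PP1 full growth; inhibition rescues growth on 5-FOA so higher OD means more RAM inhibition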
TR-FRET SRC-2 ct: counter-screen for PPARgamma SRC-2 recruitment agonists: TR-FRET artefact; actives 0.4% (n = 200,000); TR-FRET ratio at 8 µM; hits give high values; in the data active means TR-FRET ratio above about 2000; further: inactives centre near 1500; reference of the scale not given here
Efa HMGR inh: blocks class II HMG-CoA reductase of Enterococcus faecalis | purified E. faecalis HMGR, NADPH absorbance 340 nm kinetic | inhibition, % at 10 µM | actives 0.41% (n = 190,000);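 active means inhibition above a set limit, the median over all tested compounds plus 3 SD, cut at about 9.5% in these data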;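 further: enzyme runs in reverse so mevalonate oxidation gives rising NADPH absorbance; 0% = complete reaction with DMSO and 100% = background rate lacking mevalonate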
L major viab: inhibitors of Leishmania major promastigote growth; Leishmania major promastigotes, resazurin fluorescence viability; inhibition, % at 10 µM; actives 9% (n = 200,000); AID 1063; in the data active means inhibition above about 50%;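 further: promastigotes grown with compound for 44 hours at 28 °C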
* = called active by the depositor; nt = not tested or not shown. Hits appear at their usual frequency; about 13% have a hit in one of these screens.

SMILES | Redox H2O2 prof | PPARg SRC-3 ag | PPARg SRC-1 ag | PPARg SRC-2 ag | S1P3 antagonist | bIAP inhibitor | ROMK mod | RAM network inh | TR-FRET SRC-2 ct | Efa HMGR inh | L major viab
CCN(CC)S(=O)(=O)c1ccc2oc(C(=O)N3CCCCCC3)c(C)c2c1 | -0.1 | -0.4 | 0.3 | 1.9 | nt | 0.1 | -1.13 | -0.5 | 1331 | 0.2 | 6.4
COc1cccc(-n2c(C)nc3c(cnn3-c3ccc(Cl)cc3)c2=O)c1 | 0.1 | 3.2 | 4.0 | 10.2 | 23.5 | 8.6 | nt | 4.0 | 1453 | -4.5 | -7.7
Cc1cc(=O)n2nc(N3CCCC(C(=O)NC(C)c4ccccc4)C3)sc2n1 (stereo not drawn) | 0.0 | -16.7 | -0.7 | -11.2 | nt | -8.7 | 0.117 | 0.3 | 1247 | -1.1 | -1.1
CCCCNC(=O)CSc1nnc(-c2c[nH]c3ccccc23)n1CC1CCCO1 (stereo not drawn) | 0.8 | -7.8 | -1.9 | -6.4 | nt | -13.0 | 0.0948 | -0.1 | 1523 | -2.3 | -21.4
CSc1nc(Oc2ccc(F)cc2)c2ccccc2n1 | 2.0 | 2.1 | 5.6 | -0.5 | nt | -4.0 | nt | 4.2 | 1513 | -9.4 | 0.9
CCn1cnc2c1c(=O)n(CC(=O)NCC(F)(F)F)c(=O)n2Cc1ccccc1 | -0.1 | 0.6 | -5.3 | 6.8 | 5.5 | 2.0 | 0.261 | -0.1 | 1641 | -0.3 | 5.4
CCOc1ccc(C(=O)NCC(c2cccs2)N(C)C)cc1OCC (stereo not drawn) | -0.2 | -0.2 | 9.7 | 1.0 | -11.9 | -2.8 | nt | 2.0 | 1792 | -6.3 | 1.7
CN1C(=O)/C(=C2\SC(N3CCCCCC3)=NC2=O)c2ccccc21 | 0.3 | 0.8 | 3.6 | -1.6 | nt | 12.5 | -0.109 | 2.7 | 1533 | -0.8 | 34.9
NC(=O)CSc1nnnn1-c1cccc(Cl)c1 | 0.3 | -1.2 | -1.2 | -9.5 | 5.8 | 21.2 | nt | 2.8 | 1497 | -2.8 | -3.8
CSc1ncccc1C(=O)OCC(=O)c1cc2ccccc2o1 | -0.6 | -1.2 | 10.8 | 9.5 | nt | 3.3 | nt | 4.2 | 1781 | nt | -8.5
COc1ccc2nc(SCC(=O)NC(C)(C)C)[nH]c2c1 | -0.8 | 6.6 | 1.7 | -3.5 | 6.5 | -10.5 | nt | 1.8 | 1459 | -1.7 | -2.3
C=CCN1C(=Nc2cccnc2)SCC1(O)c1ccc(C)cc1 (stereo not drawn) | -0.1 | -0.3 | -4.2 | 2.8 | -4.2 | 1.6 | nt | 0.8 | 1440 | -2.9 | 61.1*
Cc1cc(NC(=O)COC(=O)c2c(C)noc2C)ccc1Br | -0.4 | -2.4 | -1.1 | -5.2 | -8.7 | 6.4 | 0.269 | 3.3 | 1545 | -6.2 | 26.1
Cc1ccc2nc(-c3ccccc3N)[nH]c2c1 | -0.3 | 9.6 | 4.0 | 11.5 | 7.8 | -4.0 | 0.79 | 1.5 | 1843 | 0.4 | 47.9
CCn1c(=O)c(C)nn2c3ccccc3nc12 | -0.7 | -1.1 | -9.4 | 1.3 | -13.7 | 9.9 | nt | -0.4 | 1287 | -5.2 | -2.1
CNC(=O)CN(c1ccc(C(C)C)cc1)S(C)(=O)=O | 0.2 | 0.5 | 3.6 | 2.6 | nt | 15.1 | 0.783 | -1.4 | 1511 | -1.0 | 4.8
O=C(Nc1ccc(N2CCCC2)c(Cl)c1)c1ccco1 | -0.2 | -0.6 | 8.3 | 10.3 | 3.1 | 17.5 | -0.158 | 2.5 | 1629 | -1.9 | -0.2
O=C(CN1CCC(NC(=O)c2ccccc2F)CC1)Nc1ccc2c(c1)OCCO2 | -0.5 | 2.3 | -2.8 | 4.0 | -9.9 | -3.0 | -0.33 | 0.4 | 1408 | 3.8 | -3.5
O=C(CCCn1cnc([N+](=O)[O-])n1)Nc1cccc(O)c1 | 0.1 | 3.0 | 0.7 | 6.2 | -6.8 | -17.1 | -0.239 | 2.0 | 1541 | 4.6 | -7.4
CCCS(=O)(=O)N1CCN(CC2CC3C=CC2C3)CC1 (stereo not drawn) | 3.0 | 3.9 | -0.4 | 2.9 | -65.0 | -1.2 | nt | 2.0 | 1600 | 3.8 | 88.1*
Cc1ccc(NC(=O)c2sc(Cl)nc2-c2ccccc2)cc1C | 0.3 | 3.2 | 10.2 | 12.8 | nt | 16.1 | 1.25 | 4.2 | 1657 | -6.4 | -2.1
CC(C)c1cc(Br)ccc1OCCN1C(=O)NC(C)(C)C1=O | -1.5 | 3.0 | -2.3 | 9.7 | -6.3 | 6.9 | -0.192 | 1.1 | 1499 | 0.2 | 6.6
Cc1ccc2nc(NC(=O)CN(C)S(=O)(=O)c3ccc(Br)s3)sc2c1 | 0.2 | -7.1 | -2.5 | -0.2 | nt | 16.4 | 0.102 | 2.8 | 1470 | -1.1 | 98.5*
Cc1ccc(NC(=O)CN2C(=O)NC(Cc3ccccc3)C2=O)c(Br)c1 (stereo not drawn) | -2.2 | -3.2 | 3.9 | 5.1 | 14.4 | -0.5 | -0.704 | 5.1 | 1765 | 10.3* | -2.2
CCSc1ccccc1C(=O)NCc1ccc2c(c1)OCO2 | -0.7 | -1.6 | -1.6 | -1.8 | -3.8 | 23.6 | nt | 0.1 | 1566 | -0.9 | 5.6
COc1ccc(NC(=O)COC(=O)c2ccco2)c([N+](=O)[O-])c1 | -0.2 | 5.0 | -2.0 | -6.0 | -19.7 | -18.9 | 1.01 | 0.4 | 1497 | -12.4 | 12.5
CC1N(C)c2cc(NC(=O)c3ccco3)c(P(=O)(Nc3ccc([N+](=O)[O-])cc3)N3CCOCC3)cc2C1(C)C (stereo not drawn) | -1.3 | 6.5 | 2.4 | 7.8 | -7.8 | -9.9 | -2.77 | 1.2 | 1489 | -1.2 | 55.5*
Cc1nn(-c2ccccc2)c2sc(C(=O)NCCN3CCOCC3)cc12 | 0.3 | 0.4 | 15.0 | 10.2 | 8.5 | -4.9 | -1.55 | -0.4 | 1678 | 0.0 | 15.8
O=C(NNC(=O)c1cc2cc(Br)ccc2oc1=O)c1ccc(O)cc1 | -1.3 | 0.7 | 5.3 | 14.7 | 3.7 | -3.4 | 0.73 | 8.4 | 1648 | -7.0 | 26.1
NC(=O)CSC1=Nc2ccccc2C2=NC(CCC(=O)NCc3ccc(F)cc3)C(=O)N12 (stereo not drawn) | 1.9 | -1.4 | 9.9 | 12.3 | -12.3 | -1.8 | -0.0875 | 0.5 | 1373 | -3.7 | 0.8
O=C(NCC1CCN(C(=O)c2ccc([N+](=O)[O-])cc2)CC1)C(=O)Nc1ccccc1 | 0.6 | 0.6 | 0.7 | -3.2 | 3.6 | 14.1 | -1.34 | 2.5 | 1583 | 0.7 | 32.3
COCCNC(=S)N/N=C(\C)c1ccc(OC)cc1 | 0.5 | -1.8 | 0.3 | 11.2 | -6.7 | 0.5 | -0.414 | 0.0 | 1527 | -2.6 | -7.0
C=CC[n+]1c(-c2ccc(C)cc2)csc1NNC(=O)Nc1ccccc1 | -0.1 | 10.1 | 1.1 | 9.2 | nt | -3.3 | nt | 0.8 | 1582 | -1.0 | 5.7
CC(C)OC(=O)CC1C(=O)NCCN1C(=S)NC(=O)c1ccccc1 (stereo not drawn) | -0.1 | -2.7 | 1.0 | -0.6 | 4.3 | 13.7 | 0.225 | -1.5 | 1673 | -1.4 | -5.5
O=C(NCCCN1CCN(c2ccccc2F)CC1)C1CCN(S(=O)(=O)c2cccs2)CC1 | -1.3 | -11.5 | -2.5 | -8.6 | -25.8 | -1.3 | nt | -0.1 | 1394 | -1.5 | -0.1
CSCCC(NC(=O)C12CC3CC(CC(C3)C1)C2)C(=O)OCC(=O)c1ccc(Cl)cc1 (stereo not drawn) | -5.6 | 10.9 | 1.0 | 8.1 | nt | -3.6 | -0.358 | 1.7 | 1518 | -3.4 | 22.4
N#Cc1c(C(F)(F)F)cc(-c2ccccc2)nc1SCCN1CCOCC1 | 0.8 | 4.3 | -0.1 | 15.6 | nt | -1.0 | nt | -0.5 | 1595 | -0.2 | 0.3
CN(C)c1ccc(C2OC(=O)C(C)(C)C(=O)C2(C)C)cc1 (stereo not drawn) | 3.4 | -4.3 | -0.1 | 1.4 | nt | 6.6 | nt | 1.1 | 1633 | 9.4 | 1.2
COc1ccc(N(C(=O)CCl)C(C(=O)NCCc2ccccc2)c2cccs2)cc1 (stereo not drawn) | 2.5 | 1.1 | 1.8 | -0.3 | -7.7 | 8.9 | -3.78 | 1.2 | 1683 | -4.2 | 100.4*
COc1ccc(N(C(=O)Cn2nnc3ccccc32)C(C(=O)NCc2ccco2)c2cccnc2)cc1 (stereo not drawn) | 0.2 | 0.3 | 1.8 | 1.5 | -23.3 | 0.5 | 1.47 | 2.5 | 1517 | -1.7 | -1.0

Profiles, quoted from the list:
Record of `O=C(NCCCN1CCN(c2ccccc2F)CC1)C1CCN(S(=O)(=O)c2cccs2)CC1` : Redox H2O2 prof = -1.3; PPARg SRC-3 ag = -11.5; PPARg SRC-1 ag = -2.5; PPARg SRC-2 ag = -8.6; S1P3 antagonist = -25.8; bIAP inhibitor = -1.3; ROMK mod = nt; RAM network inh = -0.1; TR-FRET SRC-2 ct = 1394; Efa HMGR inh = -1.5; L major viab = -0.1
Record of `CC(C)OC(=O)CC1C(=O)NCCN1C(=S)NC(=O)c1ccccc1` (stereo not drawn) : Redox H2O2 prof = -0.1; PPARg SRC-3 ag = -2.7; PPARg SRC-1 ag = 1.0; PPARg SRC-2 ag = -0.6; S1P3 antagonist = 4.3; bIAP inhibitor = 13.7; ROMK mod = 0.225; RAM network inh = -1.5; TR-FRET SRC-2 ct = 1673; Efa HMGR inh = -1.4; L major viab = -5.5

Next section
SMILES | Redox H2O2 prof | PPARg SRC-3 ag | PPARg SRC-1 ag | PPARg SRC-2 ag | S1P3 antagonist | bIAP inhibitor | ROMK mod | RAM network inh | TR-FRET SRC-2 ct | Efa HMGR inh | L major viab
COc1ccc(C(=O)Nn2cnc3ccccc3c2=O)c(OC)c1 | -4.0 | 1.2 | 0.1 | -5.2 | nt | -10.8 | nt | 0.3 | 1423 | -5.5 | -6.0
CCn1c2ccccc2c2nnc(SCC(=O)OCN3C(=O)c4ccccc4C3=O)nc21 | -0.8 | -16.8 | 0.1 | -1.6 | 21.0 | 2.5 | 0.572 | 1.5 | 1438 | -4.8 | 2.3
C=C(C)CSc1nnc(-c2cccc(Cl)c2)n1N | -1.5 | -3.0 | -1.0 | 1.7 | nt | 12.2 | -0.355 | 1.9 | 1553 | -0.5 | -5.9
CCOc1cnn(Cc2ccccc2)c(=O)c1SCc1ccccc1 | -0.2 | 5.2 | 6.5 | 13.7 | 1.1 | -7.2 | 0.467 | 1.8 | 1599 | 0.1 | 17.6
COc1ccc(C2C(C(=O)c3ccco3)=C(O)C(=O)N2c2nnc(C)s2)cc1 (stereo not drawn) | -0.1 | 20.8 | 25.4* | 17.6 | 3.2 | -22.0 | -0.324 | 0.3 | 2089* | -2.6 | -6.2
